# High-throughput results deposited in PubChem BioAssay by several laboratories.
# NTR1 ag: NTR1-driven beta-arrestin-GFP spot formation – imaging, U2OS cells, high content, primary screen (AID 493036); P30989; agonist mode; activation, % at 20 µM; 0.17% of 330,000 active;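 active means activation at or above 40% of the spot to cytoplasm intensity ratio, with at least 20 cells analyzed; inconclusive means wells under 20 cells, flagged as cytotoxic or low count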;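 further: 0% = DMSO without peptide and 100% = 100 nM NTR1 peptide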
# Target sequence (P30989 whole entry, looked up): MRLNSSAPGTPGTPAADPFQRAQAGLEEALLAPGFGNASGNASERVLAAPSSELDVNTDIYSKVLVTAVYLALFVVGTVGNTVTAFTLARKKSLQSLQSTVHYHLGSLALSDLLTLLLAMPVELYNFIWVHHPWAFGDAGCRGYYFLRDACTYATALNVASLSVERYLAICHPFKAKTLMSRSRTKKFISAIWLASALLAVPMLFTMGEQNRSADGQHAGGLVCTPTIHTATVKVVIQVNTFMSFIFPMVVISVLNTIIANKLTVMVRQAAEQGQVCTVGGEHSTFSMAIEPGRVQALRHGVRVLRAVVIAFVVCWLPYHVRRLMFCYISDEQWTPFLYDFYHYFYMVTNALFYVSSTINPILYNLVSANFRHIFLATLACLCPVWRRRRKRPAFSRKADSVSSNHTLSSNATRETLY
# Rac1 GTP hydrolysis: MgcRacGAP GTPase-activating activity inhibitors, confirmation, biochemical, ADP Hunter fluorescence | 0.6% of 340,000 active | MgcRacGAP-stimulated Rac1 GTP hydrolysis, ADP Hunter fluorescence; higher % means a stronger effect; GST-tagged Rac1 F28L mutant substrate | AID 624330 | inhibition, % at 30 µM, or IC50 in µM where a hit was titrated;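 active means first-screen hits whose inhibition reached a set limit at any dose in the follow-up dose series; inconclusive means inhibition above the set first-screen limit but never retested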;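 further: fluorescence reports GDP produced by GAP-driven GTP hydrolysis; strong numbers were not always called active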
# West Nile virus CPE: West Nile virus antiviral activity, cell-based, CPE readout (AID 1621); West Nile virus-infected cells, CPE inhibition; higher % means a stronger effect; 0.02% of 290,000 active; CPE inhibition, % at 10 µM, or IC50 in µM where a hit was titrated; in the data active means a potency from the dose series; inconclusive means CPE inhibition mostly from about 3.7% at the one dose, without a potency; inactive means the rest, 99 in 100 with CPE inhibition below about 2.2%; further: strong numbers were not always called active
# RSV antiviral HEp-2: inhibition of RSV-induced cytopathic effect – HEp-2 cells, primary 10 µM value included (AID 2391); HEp-2 cells, RSV-induced CPE inhibition; higher % means a stronger effect; CPE inhibition, % at 10 µM; hits with a dose series show IC50 in µM; 0.13% of 310,000 active; in the data active means a potency from the dose series; inconclusive means CPE inhibition mostly from about 23% at the one dose, without a potency; inactive means the rest, 99 in 100 with CPE inhibition below about 21%; further: strong numbers were not always called active
# SIAH1 antagonists: blockers of Siah-1 interaction with plectin peptide – biochemical, fluorescence polarization, rhodamine-plectin, uHTS, primary screen (AID 1817). 0.02% of 290,000 active. Siah-1 / rhodamine-plectin peptide fluorescence polarization; higher % means a stronger effect. one-dose displacement, % at 20 µM; IC50 in µM for titrated hits;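 active means displacement of at least 50% at 20 µM, with a fluorescence ratio check between 0.3 and a set limit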;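 further: plate controls were Siah plus tracer with DMSO for no effect and tracer alone without Siah for full effect; strong numbers were not always called active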
# AID2073: disruptors of CaV2.2 binding to Mint1 – biochemical, HTRF (AID 2073). HTRF protein-protein interaction, Mint1-CaV2.2; higher % means a stronger effect. 0.19% of 290,000 active. inhibition, % at 20 µM, or IC50 in µM where a hit was titrated; in the data active means inhibition mostly above about 51%, no sharp cut-off; inconclusive means no clear call, values can overlap the other calls; inactive means mostly below about 53%; further: some results filed as inactive read as strong as hits
# SV40 large T antigen: SV40 large T antigen inhibitors, biochemical (AID 1903). inhibition, % at 20 µM; hits with a dose series show IC50 in µM. 0.39% of 310,000 active. SV40 large T antigen ATPase/helicase inhibition assay; higher % means a stronger effect; in the data active means a potency from the dose series; inconclusive means inhibition mostly from about 32% at the one dose, without a potency; inactive means the rest, 99 in 100 with inhibition below about 32%; further: strong numbers were not always called active
# K1F lysis inhibition: inhibition of K1F phage lysis, E. coli UTI89, bacterial capsule biogenesis inhibitors, alamar blue (AID 488966); 0.02% of 340,000 active; E. coli UTI89 K1F phage lysis, alamar blue, 2 h; higher % means a stronger effect; inhibition, % at 100 µM; hits with a dose series show IC50 in µM;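 active means phage lysis inhibition, versus mean bacterial control, above a set limit; inconclusive means no clear call, values can overlap the other calls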;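 further: capsule biogenesis inhibitors block K1F phage lysis so surviving cells raise fluorescence; higher fluorescence means more inhibition of phage lysis; actives were called in the ten point dose series up to 300 µM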
# Dengue-2 NS5 capping: Dengue-2 NS5 methyltransferase inhibitors, primary screen, biochemical, confirmation dose response (AID 588689); Dengue-2 NS5 methyltransferase capping enzyme assay, biochemical; higher % means a stronger effect; inhibition, % at 25 µM, or IC50 in µM where a hit was titrated; 0.3% of 340,000 active; in the data active means a potency from the dose series; inconclusive means inhibition above about 29% without an active follow-up result
# NTR1 ag cell count 20 µM: recorded beside NTR1 ag, whose call it bears; cell count; measured here: cell count, cytotoxicity flag
# Dengue-2 NS5 capping pilot replicate: recorded beside Dengue-2 NS5 capping, whose call it bears; inhibition, %; measured here: pilot screen replicate inhibition
# An asterisk follows results filed as active; u = inconclusive; x = not tested or not shown; [ ] = another dose, or the depositor's remark. Random draw from the library; 1.6% or so of the library scored in one or more.
SMILES,NTR1 ag,NTR1 ag cell count 20 µM,Rac1 GTP hydrolysis,West Nile virus CPE,RSV antiviral HEp-2,SIAH1 antagonists,AID2073,SV40 large T antigen,K1F lysis inhibition,Dengue-2 NS5 capping,others
Nc1nc(SCC(=O)N2CCOCC2)[nH]c(=O)c1-c1ccccc1,-0.5,40,0%,-0.3%,2.1%,5%,-1%,22%,0.6%,5%,
COc1cc(SC)ccc1C(=O)NNC(=O)c1cc(C)oc1C,-0.3,50,4%,x,-2.5%,x,x,3%,1.6%[50 µM],1%,
CCN(C(=O)CSc1ncccc1C(=O)O)C1CCCCC1,0.4,24,8%,0.1%,-0.1%,-4%,-5%,6%,0.0%,-7%,
CCOCCCNC(=O)C(NC(=O)Cc1c[nH]c2ccccc12)c1ccccc1 (stereo unspecified),2.3,64,-5%,-0.5%,2.6%,2%,-9%,6%,-0.4%,-6%,
Cc1cnc(C(=O)OCC(=O)c2ccc(Cl)cc2)cn1,0.3,59,5%,0.3%,0.8%,8%,4%,32%,2.2%[50 µM],-6%,
O=C(Nc1cc(S(=O)(=O)N2CCCCC2)ccc1Cl)C1COc2ccccc2O1 (stereo unspecified),3.6,34,6%,x,x,x,x,x,0.0%[50 µM],-7%,
Cc1oc(-c2ccccc2F)nc1CN1CCC(C(=O)NCc2ccco2)CC1,-1.8,90,7%,0.4%,-1.7%,-2%,4%,3%,0.6%,-3%,
Cc1ccc(NC(=O)c2ccc3nccnc3c2)c(C)c1,-0.8,60,5%,-0.1%,0.0%,5%,6%,2%,0.3%,-7%,
S=c1[nH]nc(-c2ccncc2)n1/N=C/c1ccccc1,-0.9,51,52µM*,1.3%,1.0%,2%,-33%,u,0.4%,-7%,
Cc1cc(CN(C)C(=O)CCc2nnc(Cc3cccc(C(F)(F)F)c3)o2)on1,0.3,53,2%,1.4%,0.2%,1%,-9%,10%,0.5%,-7%,
Cc1oc2cc(OCc3cnn(-c4ccccc4)c3)ccc2c(=O)c1Oc1ccccc1F,3.4,39,11%,-1.2%,4.3%,0%,8%,4%,8.5%,-4%,
O=C(NCc1ccc(F)cc1)c1cccc(S(=O)(=O)N2CCOCC2)c1,1.0,93,3%,x,0.2%,x,x,x,1.6%[50 µM],1%,
CCOC(=O)c1sc(=S)n(-c2ccccc2)c1C,0.9,50,x,0.0%,-1.3%,4%,5%,10%,x,x,
CCCCc1nnc(NC(=O)CSc2nc(O)c(-c3ccccc3)c(=O)[nH]2)s1,-0.5,43,6%,0.4%,1.3%,2%,-13%,5%,-0.4%,-7%,
CCCc1cc(=O)[nH]c(SCc2nc3ccccc3s2)n1,1.5,84,6%,-0.5%,1.9%,2%,17%,11%,-2.6%,3%,
COc1ccc(-n2nc(C(N)=O)c(O)cc2=O)cc1,1.9,42,0%,-0.2%,-1.0%,6%,5%,4%,0.1%,-1%,
Cc1ccc(N(Cc2cc3cccc(C)c3[nH]c2=O)S(=O)(=O)c2ccccc2)c(C)c1,2.0,44,7%,-0.3%,21%,6%,4%,16%,0.1%,2%,
Cn1c(N)c(C(=O)COc2ccc(Cl)cc2Cl)c(=O)n(C)c1=O,1.1,48,3%,0.7%,-0.2%,5%,5%,23%,-0.1%,-2%,
COC(=O)CC1C(=O)NCCN1C(=S)Nc1cc(C)cc(C)c1 (stereo unspecified),2.0,72,8%,0.3%,0.7%,0%,-19%,5%,-0.3%,-1%,
COc1ccc(Oc2cccc(Cl)c2CNC(=O)c2ccccc2C(=O)O)cc1,-0.6,50,x,2.7%,5.5%,-6%,16%,5%,x,x,
CCOC(=O)C1CCN(c2nc3cc(OC)ccc3cc2C#N)CC1,3.4,52,8%,0.3%,3.5%,-4%,25%,6%,0.8%,-2%,
CC(C)CN(CC(C)C)C(=O)c1cc(S(=O)(=O)N2CCCCC2)c[nH]1,1.2,76,11%,-1.1%,3.4%,0%,4%,10%,0.3%,-7%,
Cc1c([N+](=O)[O-])c(C/C=N/O)nn1C,x,x,8%,-0.8%,x,-2%,-7%,5%,-0.5%,-2%,
COc1cccc(/C=C2\N=C(c3c(-c4ccccc4)noc3C)OC2=O)c1OC,0.1,50,4%,0.5%,1.0%,0%,-2%,-1%,0.9%[50 µM],-1%,
CN(C=C1C(=O)CC(C)(C)CC1=O)CCN1CCNCC1,-0.3,56,4%,0.3%,1.1%,2%,4%,-5%,1.1%,-10%,
COC(OC)C(C)NC(=O)NC(=O)c1ccccc1Cl (stereo unspecified),0.5,74,1%,0.2%,0.4%,2%,11%,7%,1.9%,6%,
COc1ccc(C(=O)Nc2ccccc2C(N)=O)cc1,2.0,53,9%,-0.3%,2.3%,4%,22%,9%,-1.0%,-3%,
CN(C(=O)COC(=O)c1ccccc1SCC(=O)N1CCCC1)C1CCS(=O)(=O)C1 (stereo unspecified),0.5,65,12%,0.1%,1.0%,2%,5%,16%,0.2%[50 µM],-1%,
Cc1[nH]c(=O)[nH]c(=O)c1S(=O)(=O)N1CCCC(C(=O)NCc2ccccc2Cl)C1 (stereo unspecified),2.6,65,2%,0.5%,2.4%,1%,-16%,5%,0.4%,-4%,
O=C(O)c1ccc(NC(=O)c2cn(-c3ccccc3)nc2-c2ccc(Cl)cc2)cc1,1.8,74,6%,0.0%,13%,3%,23%,23%,-0.3%,-1%,
COc1ccc(CNC(=O)c2c(O)c3cccc4c3n(c2=O)CCC4)cc1,x,x,0%,0.9%,x,2%,23%,8%,4.2%,-5%,
CC1CCC(NC(=O)CCCCn2c(=O)[nH]c3ccsc3c2=O)CC1 (stereo unspecified),2.6,40,3%,0.5%,3.0%,-7%,5%,-7%,-0.1%,0%,
COC(=O)c1c(C(=O)OC)c(-c2cccc(Cl)c2)n2c1CS(=O)C2 (stereo unspecified),0.2,54,5%,0.3%,-0.8%,46%,-5%,20%,2.0%,4%,
COc1cc(C(=O)NNC(=O)COc2ccc(C)cc2)ccc1OCC(=O)N1CCOCC1,-1.8,89,3%,x,-0.5%,x,x,x,0.5%[50 µM],-2%,
O=C(CSc1nnc(-c2ccccc2)o1)n1c2c(c3ccccc31)CCCC2,x,x,x,-0.2%,x,1%,0%,-3%,x,x,
COc1cc2c(cc1OC)C1CC(=O)C(CC(C)C)CN1CC2 (stereo unspecified),0.2,69,7%,-0.5%,3.0%,11%,-4%,4%,1.5%[50 µM],3%,
O=S(=O)(c1ccc(Oc2ccc(F)c(Cl)c2)nc1)N1CCOCC1,0.2,53,3%,x,5.7%,x,x,8%,-1.2%,-9%,
O=C(CS(=O)CC(=O)Nc1cccnc1)Nc1ccc(F)cc1 (stereo unspecified),-0.1,43,6%,-0.1%,-0.1%,1%,6%,4%,-0.4%,-7%,
Cc1nnc(NC(=O)CN2CCN(Cc3c(Cl)cccc3Cl)CC2)s1,0.4,67,2%,-0.5%,-0.6%,-2%,-2%,17%,-0.7%,-5%,
Cc1ccc(S(=O)(=O)N2CCCC(C(=O)Nc3cccnc3)C2)cc1 (stereo unspecified),-3.8,85,5%,-1.4%,15%,-1%,1%,10%,0.0%,-3%,
CCn1c(COc2ccccc2C)nnc1SCC(=O)OC,0.7,87,6%,0.2%,-1.4%,1%,2%,3%,1.1%,-5%,
CCOC(=O)c1ccc(NC(=O)/C=C/c2cccs2)cc1,2.0,89,5%,-0.2%,5.2%,-2%,-3%,-2%,-0.2%,-1%,
CC(C(=O)Nc1cccc([N+](=O)[O-])c1)N(c1ccccc1)S(C)(=O)=O (stereo unspecified),1.2,46,7%,-0.7%,0.9%,0%,5%,17%,0.4%,-12%,
O=C(C1CCN(S(=O)(=O)Cc2ccccc2)CC1)N1CCCc2ccccc21,-3.1,71,10%,0.1%,5.6%,-2%,-3%,0%,0.0%,3%,
CC1(C)c2ccccc2-n2c1cc1oc(=O)cc(O)c1c2=O,1.8,56,3%,-0.5%,2.7%,1%,14%,-2%,0.5%,6%,
CC(C)c1ccc(CNC(=O)CSCC(=O)Nc2ccc3ccccc3c2)cc1,29,59,8%,0.6%,4.4%,4%,-3%,4%,6.2%,-3%,
O=C(O)c1ccc(S(=O)(=O)N2CCN(c3ccccn3)CC2)cc1,-0.2,46,3%,-0.9%,2.0%,2%,11%,7%,-1.7%,9%,
CSCC(=O)NC1CCCc2c1cnn2-c1cc(F)cc(F)c1 (stereo unspecified),0.1,60,9%,-0.7%,0.6%,6%,4%,5%,0.1%,-5%,Dengue-2 NS5 capping pilot replicate=4.8
Cc1ccc(CNC(=O)Nc2ccc(F)cc2F)n1C,x,x,7%,0.7%,1.7%,-1%,-4%,0%,1.6%[50 µM],10%,
Cc1onc(-c2ccccc2)c1C(=O)Nc1ccncc1,-1.8,84,2%,-0.3%,0.0%,1%,-2%,12%,-0.2%,4%,
CC1=C(c2ccccc2)SC2=NCCN21,1.1,80,14%,-1.4%,0.2%,11%,-4%,1%,-0.5%[50 µM],-6%,
COc1ccccc1C(=O)OCC(=O)Nc1cc(S(=O)(=O)N2CCOCC2)ccc1N1CCCC1,1.5,63,9%,-0.2%,3.1%,9%,8%,8%,0.2%,-3%,
Cc1ccc(S(=O)(=O)CCc2nnc(NC(=O)c3cnccn3)s2)cc1,0.3,56,14%,-0.1%,1.2%,-1%,0%,8%,0.3%,-6%,
O=C(C1=COCCO1)N1CCN(C(c2ccccc2)c2ccccc2)CC1,2.9,49,4%,-0.1%,5.1%,2%,-1%,14%,0.8%,-11%,
Cc1ccccc1C(=O)c1c[nH]c(C(=O)NCC2CCCO2)c1 (stereo unspecified),1.3,58,7%,0.3%,2.2%,0%,24%,7%,0.3%,0%,
O=C(NCCCN1CCCC1=O)c1cc(S(=O)(=O)N2CCOCC2)ccc1Cl,-1.3,59,-8%,-0.5%,1.7%,5%,8%,7%,0.0%[50 µM],1%,
O=C(OC1CCOC1=O)C1CCN(S(=O)(=O)c2ccccc2)CC1 (stereo unspecified),9.6,62,2%,x,1.6%,x,x,x,1.1%[50 µM],5%,
COc1ccc(/C=N/Nc2nnc(-c3ncc[nH]3)c3ccccc23)cc1,3.7,46,15%,1.1%,0.6%,-3%,6%,12%,0.0%,-3%,Dengue-2 NS5 capping pilot replicate=-4.8
